# BRCA1 expr up – qHTS Assay to Identify Small Molecule Activators of BRCA1 Expression; MCF7-BRCA1-FFLuc reporter, luminescence, 48 h; response scale: scaled: vehicle 0%, 10 µM genistein 100%; Potency, µM (series often up to 46.1 µM), for inactives: at the highest dose activation, most hits filed as activators; 380,000 tested, 1.1% active; note: potency is the fitted concentration of half-maximal effect; nearly all actives have a fitted effect of over 80% in size; some results filed as inactive show a strong effect at the top dose
#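 MCF7-BRCA1-FFLuc cells, 2000/well in phenol-red-free MEM, attached 2 h then treated 48 h at 37 C. Luciferase luminescence read 15 min after reagent; normalized to genistein maximum activation (10microM) and DMSO, concentration-response fitted.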
# p53 reactivation – qHTS assay for re-activators of p53 using a Luc reporter. H1299 p53-A138V BP100-luciferase reporter, luminescence, 24 h. Potency, µM (top dose mostly 92.2 µM), for the others: at the highest dose activity change, positive = activation, hits mostly activators. 320,000 tested, 0.063% active. AID 504706, 2011; note: potency is the fitted concentration of half-maximal effect; % of control where 0% means no effect; nearly all actives have a fitted effect of over 45% in size
#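 p53-null H1299 cells stably carrying temperature-sensitive p53-A138V and a BP100-luciferase reporter were pinned with compounds (4-point, 1:5 series) and held 24 hrs at 37 deg C. Luminescence was read 10 min after detection reagent.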
# NPC1 promoter act – qHTS Assay for NPC1 Promoter Activators; Huh7 NPC1 promoter luciferase reporter, 24 h; Potency, µM (series often up to 9.22 µM), inactives show at the highest dose activation, actives largely listed as activators; 320,000 tested, 2.4% active; AID 485313, 2010;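 note: potency is the fitted concentration of half-maximal effect; % of control where 0% means no effect; nearly all actives have a fitted effect of over 60% in size; reporter is driven by a mutant NPC1 promoter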
#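 Cells: Huh7 expressing luciferase under the NPC1 promoter, 1500/well. Seeded 2 h, compound added, incubated 24 h at 37 °C. Luciferase reagent, 10 min ambient, then luminescence.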
# ELG1 repair inh – qHTS screen for small molecules that inhibit ELG1-dependent DNA repair in human embryonic kidney (HEK293T) cells expressing luciferase-tagged ELG1; 330,000 tested, 2.3% active; HEK293T ELG1-luciferase reporter, luminescence, 16 h; DNA damage induced by 5-fluorouridine; Potency, µM (titrated, usually from 46.1 µM), for inactives: at the top dose activity change, negative = inhibition, actives largely listed as inhibitors; note: potency is the fitted concentration of half-maximal effect; % is set by controls: 0 for no effect and ±100 for the full control effect; nearly all actives have a fitted effect of over 55% in size
#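 Reporter activity after DNA damage by 5-fluorouridine is monitored. Compound-treated cells incubate 16 hr at 37 °C, then ONE-Glo is added for 30 min before luminescence reading.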
# Tb PFK inh – qHTS Assay to Find Inhibitors of T. brucei phosphofructokinase. 330,000 tested, 0.17% active. T. brucei PFK, ADP-Glo luminescence. Potency, µM (series often up to 57.5 µM), for inactives: at the highest dose activity, negative = inhibition, actives largely listed as inhibitors. AID 485367, 2010;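 note: potency is the fitted concentration of half-maximal effect; 0% = uninhibited 1x PFK enzyme wells and -100% = no-enzyme wells; nearly all actives have a fitted effect of over 60% in size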
# Target sequence (O15648 whole entry, looked up): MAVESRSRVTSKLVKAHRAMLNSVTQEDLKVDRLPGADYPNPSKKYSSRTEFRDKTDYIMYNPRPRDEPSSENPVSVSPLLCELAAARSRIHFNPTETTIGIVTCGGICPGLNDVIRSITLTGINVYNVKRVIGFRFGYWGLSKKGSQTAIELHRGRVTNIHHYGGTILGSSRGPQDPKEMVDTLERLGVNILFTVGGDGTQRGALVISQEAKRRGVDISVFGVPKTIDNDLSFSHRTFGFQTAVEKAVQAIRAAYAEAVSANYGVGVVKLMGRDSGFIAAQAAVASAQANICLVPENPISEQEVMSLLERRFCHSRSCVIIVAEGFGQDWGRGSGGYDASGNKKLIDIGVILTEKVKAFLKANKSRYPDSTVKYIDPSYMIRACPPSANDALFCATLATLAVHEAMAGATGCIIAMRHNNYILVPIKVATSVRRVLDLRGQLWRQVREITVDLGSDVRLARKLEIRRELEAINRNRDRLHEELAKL
#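 Compounds were pin-transferred as a titration series up to 57 uM into substrate buffer (0.5 mM F6P, 0.1 mM ATP, pH 8.0), then 1.25 nM PFK was added and reactions ran 45 min before ADP-Glo detection.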
# RORgamma inh – qHTS for inhibitors of ROR gamma transcriptional activity | 310,000 tested, 5.4% active | Nuclear receptor ROR-gamma (Mus musculus), P51450 | Drosophila S2 Gal4-RORgamma UAS-luciferase reporter, 20 h | Potency, µM (highest dose often 53.6 µM), for inactives: top-dose activity change, negative = inhibition, hits mostly inhibitors; note: potency is the fitted concentration of half-maximal effect; % is set by controls: 0 for no effect and ±100 for the full control effect; nearly all actives have a fitted effect of over 60% in size
# Target sequence (P51450 whole entry, looked up, the tested form may be a part): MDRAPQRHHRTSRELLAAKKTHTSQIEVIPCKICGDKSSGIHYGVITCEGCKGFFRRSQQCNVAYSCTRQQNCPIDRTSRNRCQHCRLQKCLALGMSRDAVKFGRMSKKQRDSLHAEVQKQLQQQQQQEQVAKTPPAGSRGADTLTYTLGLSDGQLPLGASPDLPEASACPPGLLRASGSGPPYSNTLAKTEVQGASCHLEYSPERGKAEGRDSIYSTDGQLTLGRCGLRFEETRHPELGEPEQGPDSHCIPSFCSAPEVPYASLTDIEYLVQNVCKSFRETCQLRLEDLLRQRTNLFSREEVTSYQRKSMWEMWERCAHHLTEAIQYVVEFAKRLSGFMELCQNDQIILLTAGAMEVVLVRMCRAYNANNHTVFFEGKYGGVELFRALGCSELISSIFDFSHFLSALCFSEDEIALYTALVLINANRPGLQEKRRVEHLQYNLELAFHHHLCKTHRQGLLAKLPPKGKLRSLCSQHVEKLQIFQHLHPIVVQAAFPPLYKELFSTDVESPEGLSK
#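 Read-out: Photinus luciferase luminescence; inhibitors lower reporter signal. Insect Schneider cells with Gal4-ROR gamma fusion under metallothionein promoter, UAS reporter; 700 uM final copper sulfate induction, 20 hr, ambient temperature.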
# ELG1 genotoxic – qHTS screen for small molecules that induce genotoxicity in human embryonic kidney (HEK293T) cells expressing luciferase-tagged ELG1; AID 504466, 2011; Potency, µM (series often up to 46 µM), without a hit: top-dose activity change, positive = activation, usual class: activators; HEK293T ELG1-luciferase reporter, luminescence, 16 h; 330,000 tested, 1.3% active; note: potency is the fitted concentration of half-maximal effect; % of control where 0% means no effect; nearly all actives have a fitted effect of over 60% in size
#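 Genotoxicity was scored as increased ELG1-luciferase reporter signal, measured by ONE-Glo luminescence (30 min, room temperature). Compound or vehicle exposure of the HEK293T reporter cells lasted 16 hr at 37°C.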
# TRPV1 ag – HTS Assay for Compounds that Act as Agonists of the Vanilloid Receptor 1. Transient receptor potential cation channel subfamily V member 1 (Homo sapiens), Q8NER1. TRPV1-expressing cells, Fluo-8 calcium influx, agonist mode. activation, % at 8.33 µM. 320,000 tested, 0.19% active; in the data active = activation above about 80%; inconclusive = between about 30% and that limit; note: 0% is about no effect
#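 Fluo-8 calcium influx in TRPV1-expressing cells, kinetic read (ex 480/em 520 nm). Compound added and read 3 min for agonist activity, followed by capsaicin at EC20 final and 2 min further read for enhancement.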
# Rab9 promoter act – qHTS Assay for Rab9 Promoter Activators; Huh7 Rab9 promoter-luciferase reporter, luminescence, 24 h; Potency, µM (titrated, usually from 9.22 µM), inactives show at the highest dose activation, negative = inhibition, actives largely listed as activators; 320,000 tested, 2.8% active; AID 485297, 2010; note: potency is the fitted concentration of half-maximal effect; % of control where 0% means no effect; nearly all actives have a fitted effect of over 60% in size
#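 Stable Rab9-luc Huh7, 1500 cells/well, 2 h settle; cmpd in DMSO, 24 h, 37 °C/5% CO2; luciferase reagent 10 min RT; luminescence.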
# VP16 counter – VP16 counterscreen qHTS for inhibitors of ROR gamma transcriptional activity. Potency, µM (series often up to 53.6 µM), for inactives: at the top dose activity, negative = inhibition, most hits filed as inhibitors. AID 2546, 2010. 310,000 tested, 3.5% active. Drosophila S2 Gal4-VP16 UAS-luciferase, luminescence, 20 h;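 note: Gal4-VP16 expression switched on by copper sulfate through the metallothionein promoter; potency is the fitted concentration of half-maximal effect; % is set by controls: 0 for no effect and ±100 for the full control effect; nearly all actives have a fitted effect of over 50% in size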
# FLuc modulator – qHTS profiling assay for firefly luciferase inhibitor/activator using purifed enzyme and Km concentrations of substrates (counterscreen for miR-21 project) | Luciferin 4-monooxygenase (Photinus pyralis), P08659 | purified FLuc, Km substrates, luminescence inhibition | Potency, µM (series often up to 57.5 µM), for inactives: at the highest dose activity change, negative = inhibition, actives largely listed as inhibitors | 360,000 tested, 6.9% active | AID 588342, 2011;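 note: potency is the fitted concentration of half-maximal effect; plate controls were vehicle for no effect and reference inhibitor for full effect; nearly all actives have a fitted effect of over 55% in size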
#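 Purified P. pyralis luciferase (10nM final) with 10uM D-luciferin and 10uM ATP (Km levels) in 50mM Tris acetate pH 7.5, 10mM Mg acetate, 0.01% Tween-20, 0.05% BSA; qHTS 6-point titration, ~60 µM downward; luminescence read.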
# An asterisk follows results filed as active; ? = inconclusive; . = not tested or not shown; & = joins results of further samples; [ ] = dose if it differs, or a comment. Unless noted, calls come from the whole dose curve; as a rule, active = well fitted curve in the direction sought with a large enough effect; inconclusive = small, poorly fitted or top-dose-only effect, or another doubt; inactive = no such curve, though single readings can be large; an effect the other way counts as inactive or inconclusive.
SMILES,BRCA1 expr up,p53 reactivation,NPC1 promoter act,ELG1 repair inh,Tb PFK inh,RORgamma inh,ELG1 genotoxic,TRPV1 ag,Rab9 promoter act,VP16 counter,FLuc modulator
CC(CCc1ccccc1)NC(=O)c1nnc(Cc2ccc(F)cc2)o1 (centres undefined),0%,-3%,-2%,-12%,-7%,-8%,-1%,?,-3%,3%,2%
Cc1cc[n+](-c2ccccc2)c2ccccc12,-12%,16%,-26%,10µM*,8%,28%,-4%,1,-21%,11µM*,6%
CCCc1nnc(NC(=O)c2cccs2)s1,9%,23%,27%,?,4%,-40%,?,1,?,20%,17µM*
Cc1cc(C(=O)OCC(=O)Nc2ccccc2F)c(C)o1,9%,5%,18%,?,-2%,20%,9%,2,18%,0%,?
O=C(CSc1nnc(Cc2ccccc2)n1-c1ccc(Cl)cc1)N1CCOCC1,0%,-7%,-2%,-1%,-4%,1%,-1%,13,-1%,-1%,3%
Cc1cc(NC(=O)Cc2cc(F)cc(F)c2)no1,-2%,-4%,-1%,12%,?,14%,-8%,-4,3%,7%,0%
Cc1cc2nnc(SCC(=O)NCC3CCCO3)n2c2ccccc12 (centres undefined),2%,1%,0%,-3%,3%,0%,0%,2,-1%,-11%,-6%
CCOc1cc(-c2nc(-c3ccc(C)nc3OCC)no2)cc(OCC)c1OCC,0%,-5%,1%,-1%,-7%,-16%,-3%,-6,-4%,-7%,-2%
O=C(CN1C(=O)C(=O)N(C2CCCC2)C1=O)Nc1cc(Cl)ccc1[N+](=O)[O-],-16%,1%,.,14%,7%,.,3%,.,.,.,.
Cc1cnc(C(=O)OCC(=O)Nc2ccc3c(c2)OCCO3)cn1,-3%,19%,-2%,?,0%,.,-2%,-3,-2%,.,-5%
CCOC(=O)N1CCN(c2nnnn2-c2ccccc2)CC1,-2%,-2%,-3%,-1%,-2%,-11%,1%,0,2%,-4%,-2%
Cc1ccc(NC(=O)NC(=O)CN2C(=O)NC3(CCCCCCC3)C2=O)c(C)c1,-7%,-2%,-4%,?,-5%,-21%,-2%,1,0%,-1%,0%
Cc1ccc2nc(C3CCCN(C(=S)Nc4ccccc4C)C3)[nH]c2c1 (centres undefined),-24%,0%,-2%,3%,0%,?,-4%,-3,2%,?,?
Cc1nn(Cc2ccc(C(=O)Nc3ccccc3C(F)(F)F)o2)c(C)c1Br,-2%[1.84 µM],-3%,-1%,?,-8%,-24%,0%,6,-1%,?,-4%
O=C(O)c1cc(-c2ccc(-c3c(-c4ccc5c(c4)OCO5)noc3-c3ccsc3)cc2)nc2ccccc12,64%,.,?,?,1%,?,3%,-3,21%,3%,19µM*

# Individual results from the list:
# In Rab9 promoter act, Cc1cc[n+](-c2ccccc2)c2ccccc12 has -21%
# In ELG1 genotoxic, O=C(CN1C(=O)C(=O)N(C2CCCC2)C1=O)Nc1cc(Cl)ccc1[N+](=O)[O-] has 3%

# (further entries)
SMILES,BRCA1 expr up,p53 reactivation,NPC1 promoter act,ELG1 repair inh,Tb PFK inh,RORgamma inh,ELG1 genotoxic,TRPV1 ag,Rab9 promoter act,VP16 counter,FLuc modulator
CC(=O)N1C=Cc2c(c(C)c3c([nH]c4ccccc43)c2C)C1,.,11%,-13%,-2%,0%,-2%,-2%,2,-20%,-2%,-20%
Cc1cc(OCC(=O)NCC(c2ccc(F)cc2)N2CCOCC2)ccc1Cl (centres undefined),-5%,-2%,-10%,-2%,-1%,.,-1%,13,-9%,.,-1%
O=C1Nc2ccccc2C(O)(C(=O)NCc2ccc3c(c2)OCO3)N1c1ccccc1 (centres undefined),-6%,-7%,-1%,2%,-6%,24%,2%,-2,-10%,-5%,2%
CCc1ccccc1NC(=O)CN1CCN(C(=O)CNC(=O)c2ccccc2F)CC1,2%,3%,-3%,-7%,-2%,.,1%,-4,-8%,.,-1%
O=C(CSc1nc2ccccc2c(=O)n1-c1ccccc1)c1c[nH]c2ccccc12,-10%,4%,-2%,-29%,-1%,41%[10 µM],1%,22,-5%,-5%,5%
CC1CCN(CCOCCOc2ccc(Cl)cc2Br)CC1,0%,-9%,4%,-2%,4%,38%,-4%,-3,9%,1%,-1%
COc1ccccc1-c1c(C)oc2cc(OCC(=O)OCc3ccccc3)ccc2c1=O,-7%,0%,-7%,-1%,4%,11%[10 µM],0%,25,-11%,-7%,-2%
CC1CCCCN1C(=O)c1cc(-c2ccc3c(c2)OCO3)on1 (centres undefined),?,?,0.63µM*,?,-14%,-15%,12µM*,?,0.89µM*,-13%,3.8µM*
CC(C)NC(=O)CSCc1ccccc1Cl,4%,2%,2%,16%,-4%,-5%,0%,1,1%,16%,-2%
Cc1ccc(N2C(=O)C3C4C=CC(C4)C3C2=O)cc1C (centres undefined),4%,-2%,2%,-8%,-8%,6%,0%,0,0%,-2%,-17%
O=S(=O)(c1ccc(F)cc1)c1nc(-c2ccccc2F)oc1N1CCCCC1,-23%,2%,-1%,-30%,2%,?,-9%,12,-4%,18%,1%[2.3 µM]
O=c1c(C(c2c(O)nc3n(c2=O)CCS3)c2cccc3ccccc23)c(O)nc2n1CCS2,-17%,11%,1%,1%,3%,-6%,-1%,-1,3%,-6%,3%
O=C(CCNC(=O)c1ccc(Br)cc1)Nc1ccccc1N1CCOCC1,0%,-3%,5%,2%,-1%,.,-5%,2,-1%,.,-2%
O=C(COC(=O)CCC(=O)c1cccs1)Nc1ccc(F)c(F)c1F,18%,7%,.,-1%,0%,.,0%,.,.,.,.
CCOC(=O)c1sc2nc(-c3ccco3)c3c(c2c1N)CC(C)(C)OC3,-68%,12%,11%,?,-19%,?,1%,0,0%,?,?
CCN(CC)S(=O)(=O)c1cccc(-c2nnc(SCCOc3ccccc3C)o2)c1,-44%,3%,-7%,?,-11%,-17%[0.365 µM],8%,12,-9%,.,4%
O=C(CS)Nc1ccc2ccccc2c1,-29%&9%,-1%,1%,-29%,-22%,11%,-10%&-6%,-4,-11%,0%,-5%
Clc1ccccc1CSc1nnc(-c2cccnc2)n1Cc1ccco1,5%,-6%,0%,?,-1%,41%,0%,-1,3%,-18%,-2%
CCc1c(C)nc2ncnn2c1N1CCCC(C(=O)NCc2ccc3c(c2)OCO3)C1 (centres undefined),-42%,0%,0%,?,0%,?,-5%,3,-4%,?,0%
Cn1c(=O)[nH]c(=O)c2c1nc1n2CCCN1CCc1ccccc1,14%,1%,1%,5%,-17%,-31%,5%,1,4%,-3%,1%

# Complete entries, looked up by structure. Values in the order: BRCA1 expr up, p53 reactivation, NPC1 promoter act, ELG1 repair inh, Tb PFK inh, RORgamma inh, ELG1 genotoxic, TRPV1 ag, Rab9 promoter act, VP16 counter, FLuc modulator
# Entry for `CCOC(=O)c1sc2nc(-c3ccco3)c3c(c2c1N)CC(C)(C)OC3` → -68%, 12%, 11%, ?, -19%, ?, 1%, 0, 0%, ?, ?
# Entry for `Cc1cc[n+](-c2ccccc2)c2ccccc12` → -12%, 16%, -26%, 10µM*, 8%, 28%, -4%, 1, -21%, 11µM*, 6%
# Entry for `Clc1ccccc1CSc1nnc(-c2cccnc2)n1Cc1ccco1` → 5%, -6%, 0%, ?, -1%, 41%, 0%, -1, 3%, -18%, -2%
# Entry for `O=S(=O)(c1ccc(F)cc1)c1nc(-c2ccccc2F)oc1N1CCCCC1` → -23%, 2%, -1%, -30%, 2%, ?, -9%, 12, -4%, 18%, 1%[2.3 µM]
# Entry for `Cc1ccc(NC(=O)NC(=O)CN2C(=O)NC3(CCCCCCC3)C2=O)c(C)c1` → -7%, -2%, -4%, ?, -5%, -21%, -2%, 1, 0%, -1%, 0%

# The order is random; overall some 15% were active at least once.
